Bioassay records from PubChem BioAssay.
V-ATPase pH: alters yeast V-ATPase proton transport | S. cerevisiae, pHLuorin cytosolic pH fluorescence | response, % at 10 µM | 350,000 compounds, 0.37% hits; in the data active = response mostly above about 7.3%, no sharp cut-off; inactive = mostly below about 5.4%; note: actives read high; inactives centre near 0; some compounds called inactive have numbers as strong as hits; reference of the scale not given here
DSG3 Ab inh: human desmoglein-3 autoantibody binding inhibition; DSG3-coupled beads, scFv-anti-DSG3-GFP binding, flow cytometry; active compounds read low; P32926; 310,000 compounds, 0.48% hits; binding (percent of control), % at 10 µM; AID 588358;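 active = binding more than 3 SD below its plate's average and above zero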;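 note: hits lower antibody fragment binding to DSG3; some compounds called inactive have numbers as strong as hits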
Target sequence (P32926 whole entry, looked up, the tested form may be a part): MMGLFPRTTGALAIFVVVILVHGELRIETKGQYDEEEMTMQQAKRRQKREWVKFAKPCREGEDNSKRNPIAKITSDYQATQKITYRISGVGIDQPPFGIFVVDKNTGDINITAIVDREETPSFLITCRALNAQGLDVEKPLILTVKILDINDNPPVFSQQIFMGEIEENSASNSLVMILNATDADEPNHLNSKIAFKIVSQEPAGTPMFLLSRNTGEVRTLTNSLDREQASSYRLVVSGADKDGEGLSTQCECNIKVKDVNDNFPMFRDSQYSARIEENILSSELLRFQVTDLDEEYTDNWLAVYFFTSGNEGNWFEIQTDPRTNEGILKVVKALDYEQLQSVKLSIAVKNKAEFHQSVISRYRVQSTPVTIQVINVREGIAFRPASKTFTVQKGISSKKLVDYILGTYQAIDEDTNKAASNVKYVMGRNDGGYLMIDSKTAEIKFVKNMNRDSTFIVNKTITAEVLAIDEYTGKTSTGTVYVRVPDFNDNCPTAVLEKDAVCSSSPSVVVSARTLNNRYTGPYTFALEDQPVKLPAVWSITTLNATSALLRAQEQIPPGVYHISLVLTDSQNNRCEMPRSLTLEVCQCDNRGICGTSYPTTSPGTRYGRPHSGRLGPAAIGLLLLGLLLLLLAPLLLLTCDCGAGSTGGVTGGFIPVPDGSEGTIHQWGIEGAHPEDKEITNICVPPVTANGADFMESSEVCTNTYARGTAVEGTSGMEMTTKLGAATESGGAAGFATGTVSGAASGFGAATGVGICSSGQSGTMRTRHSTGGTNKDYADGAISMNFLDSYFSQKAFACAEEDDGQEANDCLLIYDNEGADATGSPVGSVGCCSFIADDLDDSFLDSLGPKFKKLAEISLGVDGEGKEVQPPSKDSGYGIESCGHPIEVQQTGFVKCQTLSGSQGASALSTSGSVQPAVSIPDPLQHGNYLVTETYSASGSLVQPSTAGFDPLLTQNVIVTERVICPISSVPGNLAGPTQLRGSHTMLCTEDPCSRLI
PKA-R1A activ: activators of PKA-R1A complex | PKA-R1A dissociation, Cy5-IP20 fluorescence polarization; scaled: DMSO 0%, 113 µM cGMP 100% | activation, % at 11.4 µM | 340,000 compounds, 0.083% hits | AID 504707;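 active = percent activation above the mean of all tested compounds plus 3 SD, cut at about 19% in these data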;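 note: higher means more PKAc released from R1A so a rise in polarization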
OPRM1-OPRD1 inv: inverse agonist of human OPRM1-OPRD1 heterodimerization; cell-based MOR-DOR heterodimer luminescence, inverse agonism; inhibition, % at 9.3 µM; P35372+P41143; 340,000 compounds, 0.21% hits; in the data active = inhibition above about 22%, passing the limit was not always enough;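 note: 0% = cells with DMSO and 100% = wells without cells with DMSO; values of inactives mirror those of a sister screen read the other way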
Arrestin-AP2 inh: inhibitors of human beta-arrestin and AP2 interaction; FITC-arrestin peptide / GST-AP2 beads, flow cytometry; AP2 beta2 appendage carries R879A mutation; 340,000 compounds, 0.31% hits; inhibition, % at 10 µM;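 active = inhibition above a set limit, near 3 SD of compounds lacking own fluorescence, cut at about 54% in these data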;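 note: plate controls were DMSO wells for no effect and 5 µM unlabelled arrestin peptide for full effect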
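Material – GST-tagged AP2 beta2-adaptin appendage (R879A) on 4 µm glutathione beads · Probe or stimulus – fluorescein-tagged arrestin peptide at 50 nM final · Timing – 12 min plus 1 h, RT · Detection – bead flow cytometry, FITC channel · Read-out basis – inhibition as reduced fluorescein signal on beads, percent · Medium – PBS plus Tween 20 (0.05%) and BSA (0.1%)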
DAGLB inh: blocks human DAGLB lipase activity; 340,000 compounds, 0.059% hits; HEK293T DAGLB membrane lysate, EnzChek fluorogenic substrate; Q8NCG7; inhibition, % at 5.17 µM; in the data active = inhibition above about 34%;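 note: 0% = enzyme with vehicle and 100% = wells lacking enzyme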
HTR5A ag: HTR5A agonism, opioid heterodimer counter-screen | P47898 | HTR5A agonist assay, luminescence, cell-based | activation, % at 9.3 µM | 340,000 compounds, 0.61% hits | AID 504692; in the data active = activation mostly above about 9.5%, no sharp cut-off; inactive = mostly below about 7.6%;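 note: 0% = cells with vehicle only and 100% = reference agonist; strong numbers were not always called active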
HTR5A inv ag: inverse agonist of human HTR5A in OPRM1-OPRD1 counter-screen | P47898 | HTR5A cell line, luminescence, inverse agonism | inhibition, % at 9.3 µM | 340,000 compounds, 0.083% hits; in the data active = inhibition mostly above about 23%, no sharp cut-off; inactive = mostly below about 18%;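 note: 0% = cells with DMSO and 100% = no-cell wells with DMSO; some compounds called inactive have numbers as strong as hits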
OPRM1-OPRD1 ag: agonists of human mu-delta opioid receptor heterodimerization. P35372+P41143. cells, OPRM1-OPRD1 heterodimerization, luminescence. activation, % at 9.3 µM. 340,000 compounds, 0.3% hits. AID 504326; in the data active = activation above about 18%;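 note: 0% = vehicle-treated cells and 100% = reference agonist; values of inactives mirror those of a sister screen read the other way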
PKA-R2B act: activators of human PKA-R2B complex; PKA-R2B holoenzyme dissociation, Cy5-IP20 fluorescence polarization; R2B truncated from residue 108, S112A mutant; 0% DMSO only, 100% 113 µM cGMP; activation, % at 11.4 µM; 340,000 compounds, 0.079% hits; AID 504700;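 active = activation above a cutoff set at the mean over all compounds plus 3 SD, cut at about 18% in these data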;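 note: higher means more holoenzyme dissociation and a rise in polarization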
Numbers without * were called inactive; · = no result given. Compounds as they come. About 2.4% of those tested had a hit in this group.

SMILES | V-ATPase pH | DSG3 Ab inh | PKA-R1A activ | OPRM1-OPRD1 inv | Arrestin-AP2 inh | DAGLB inh | HTR5A ag | HTR5A inv ag | OPRM1-OPRD1 ag | PKA-R2B act
Cc1c(Cl)c(C(F)(F)F)nn1CC(=O)NCc1ccccc1 | 3 | 105 | 12 | -2 | -2 | -2 | 5 | -30 | 0.4 | 1
CCOC(=O)C(Cc1ccccc1)c1ccnc2ncnn12 (stereo not drawn) | 2 | 97 | 3 | 7 | 18 | 1 | 2 | -6 | -1.3 | 0
CCN1CCC(NC(=O)Nc2cccc(C(F)(F)F)c2)CC1 | 1 | 106 | -1 | -1 | -2 | 1 | 5 | -14 | 0.2 | -3
Cn1c(CS(=O)Cc2c(Cl)cccc2Cl)nnc1SCc1c(Cl)cccc1Cl (stereo not drawn) | -1 | 111 | -6 | 10 | 8 | -2 | 3 | 26 | -1.8 | -10
COc1ccc(C(=O)NNC2=CC(=O)CC(C)(C)C2)cc1 | -4 | 114 | 0 | 6 | 2 | -4 | -4 | -11 | -1.0 | 6
C/C(=N\OC(=O)Nc1ccccc1)c1cnn(-c2cc(C(F)(F)F)cc(C)n2)c1C | -9 | 114 | -4 | -5 | 11 | -7 | 1 | -15 | 1.0 | 10
C=CC[C@@H](CC(=O)N(CCO)Cc1ccccc1)C(=O)N[C@H](COC(=O)[C@@H](CC=C)CC(=O)OC(C)(C)C)Cc1c[nH]c2ccccc12 | -1 | 102 | -7 | 0 | -2 | -1 | 0 | 6 | 0.1 | -10
O=[N+]([O-])c1ccc(C=NN2CCNC2=S)o1 | 5 | 99 | 0 | · | · | 0 | · | · | · | 2
CCOC(=O)N1CCN(C(=O)CSc2nnc(CNC(=O)c3ccccc3F)o2)CC1 | 2 | · | -9 | 15 | 0 | -2 | 4 | -5 | -2.7 | -17
COCCOC(=O)c1c(C)n(C)c2ccc(OC(=O)N3CCOCC3)cc12 | -3 | 101 | -3 | 2 | 15 | 0 | 1 | -17 | -0.3 | -5
C=CCNC(=O)CCCOc1cccc(C)c1 | 1 | 97 | -4 | 3 | -5 | -3 | 2 | -35 | -0.5 | 10
Cc1ccc(NC(=O)c2csc3c2CCCC3)cc1 | 1 | 119 | -1 | 2 | 1 | -6 | 0 | 0 | -0.4 | -2
CCOC(=O)C(C)Sc1nc(-c2ccccc2)nc2ccccc12 (stereo not drawn) | 4 | 91 | 4 | -7 | 14 | -6 | 0 | -18 | 1.0 | -8
CCOc1ccccc1Nc1ncnc2ccc(Br)cc12 | -5 | 98 | -7 | 4 | 3 | -9 | 2 | -6 | -0.7 | 8
COc1cc(C(C)=O)ccc1OCC(O)Cn1nc(C)c(C(C)=O)c1C (stereo not drawn) | 2 | 120 | -3 | 13 | -4 | -1 | 2 | -8 | -2.7 | -7
O=C(COC(=O)Cc1ccccc1[N+](=O)[O-])NCc1ccc(Cl)cc1 | 3 | 112 | 1 | 4 | 2 | 0 | 3 | 9 | -0.5 | -2
COc1ccc(C(CNC(=O)c2cccc(S(=O)(=O)Nc3ccccc3Cl)c2)N2CCOCC2)cc1 (stereo not drawn) | 4 | 99 | -9 | -32 | 35 | 4 | 4 | -12 | 4.8 | -1
NNC(=O)c1ccc2ccccc2n1 | 2 | 97 | 7 | 4 | -1 | 1 | -2 | 6 | -0.7 | 6
O=C(C1=C(O)C(=O)N(Cc2ccco2)C1c1cccs1)c1cccs1 (stereo not drawn) | -2 | 105 | 1 | -2 | 40 | -2 | -2 | 5 | 0.3 | -1
CN(Cc1cccc(F)c1)C(=O)c1ccccc1Sc1ccccc1C#N | 2 | 102 | -16 | 14 | 8 | -9 | -1 | -37 | -2.6 | -14
CC(Cc1cccs1)NC(=O)CCCn1nnnc1CN1CCOCC1 (stereo not drawn) | -1 | 121 | -1 | 14 | -4 | -3 | 8 | 10 | -4.2 | -11
CC(=O)Nc1ccc(NC(=O)C2CCCN2S(=O)(=O)c2cccc3nsnc23)cc1 (stereo not drawn) | -3 | 105 | -9 | 16 | -27 | 0 | 7 | 12 | -3.0 | -3
Cc1nn(CCc2nn[nH]n2)c2nc(-c3ccc(C4CCCCC4)cc3)cc(C(F)(F)F)c12 | 2 | 122 | -7 | 5 | 34 | 18 | 0 | -31 | -0.9 | 2
O=C(CN1C(=O)CSc2ccc(S(=O)(=O)N3CCOCC3)cc21)NCCCN1CCc2ccccc2C1 | 1 | 104 | -5 | 13 | 14 | 3 | -3 | 9 | -2.5 | -2
Cc1oc(-c2cccc(Cl)c2)[n+]([O-])c1C | -2 | 96 | -4 | 18 | -4 | 1 | 6 | -19 | -3.2 | -14
COc1ccc([N+](=O)[O-])cc1N(CC(O)CN1C(=O)NC(C)(C)C1=O)S(=O)(=O)c1ccc(C)cc1 (stereo not drawn) | 0 | 104 | 2 | · | · | -1 | · | · | · | -3
CCn1nnnc1SCC(=O)N1c2ccccc2NC(=O)CC1C (stereo not drawn) | 3 | 105 | -2 | 6 | 49 | -1 | 3 | -7 | -1.5 | -7
CC(OC(=O)c1cc(=O)[nH]c2ccccc12)c1ccccc1 (stereo not drawn) | 1 | 104 | -11 | 6 | 8 | 2 | 4 | -9 | -1.1 | 0
CCNC(=S)N(Cc1cc2c(C)ccc(C)c2[nH]c1=O)C1CCCC1 | -4 | 110 | -7 | -4 | -9 | 2 | 3 | -4 | 0.6 | -4
CCN(CC)C(=O)Cn1cc(SCC(=O)Nc2cc(C)on2)c2ccccc21 | 0 | · | 0 | 12 | 11 | 2 | -4 | 10 | -2.7 | 0
Cc1cc(C)nc(SCc2nc(N)nc(-c3ccccc3O)n2)n1 | -3 | 102 | -1 | -3 | 1 | 2 | 1 | -4 | 0.5 | -5
COc1ccc(S(=O)(=O)N2CCOCC2)cc1NC(=O)CSc1ncccn1 | -3 | 115 | -3 | 8 | 10 | -1 | 11* | -44 | -1.5 | -6
CCCC(=O)n1nc(NCc2ccc(OC)cc2)nc1NCc1ccc(OC)cc1 | -5 | 95 | 0 | -1 | -15 | -6 | 5 | -14 | 0.2 | -5
Cc1cc(C(=O)COc2ccc(-c3nnco3)cc2)c(C)n1Cc1ccccc1 | -1 | 96 | -1 | 10 | 12 | -1 | -1 | 4 | -2.0 | 3
CC1CCc2sc(C(=O)NN=C3CCC(c4ccccc4)CC3)cc2C1 (stereo not drawn) | 0 | 87 | 0 | -11 | 21 | -14 | -2 | 6 | 1.6 | -10
COC(=O)c1cc(C(=O)OCC(=O)NC2CCCCCCC2)cc([N+](=O)[O-])c1 | -1 | · | -6 | 16 | 22 | -4 | -3 | -7 | -4.3 | -19
CN(C)C(CNc1ccc(S(C)(=O)=O)cc1[N+](=O)[O-])Cc1ccccc1 (stereo not drawn) | -1 | · | -6 | -1 | 22 | -5 | -3 | -7 | 0.1 | -4
Cc1sc(-n2c(C)ccc2C)c(C#N)c1C | -9 | 101 | -11 | 4 | 5 | 0 | 4 | -8 | -0.8 | -5
NC(=O)C1CCN(c2nc(-c3cccnc3)cs2)CC1 | -1 | 101 | 4 | 12 | -4 | -1 | -2 | -10 | -2.2 | -13
COc1ccc(CNc2ncccn2)cc1OC | 6 | 94 | -3 | -7 | 7 | 0 | 1 | -6 | 1.3 | -10
CC(=O)Oc1ccc(C2=Cc3ccc(OC(C)=O)cc3OC2C)cc1 (stereo not drawn) | 0 | 96 | 3 | 5 | -4 | -4 | 2 | -7 | -1.1 | -2
O=C(Nc1ccccc1-c1ccccc1)NC1CC2CCCC(C1)N2CCc1ccccc1 (stereo not drawn) | -5 | 86 | -10 | 19 | 2 | -2 | 1 | 14 | -3.8 | -3
Cc1ccc(S(=O)(=O)N2CCN(C(=O)COC(=O)CCOc3ccccc3C)CC2)c(C)c1 | 5 | 99 | -9 | 12 | -2 | 1 | 4 | -10 | -1.9 | 4
Cn1c(C(=O)O)c(CC(=O)Nc2ccc3c(c2)OCCO3)c2ccccc21 | -4 | 101 | 7 | -2 | 14 | 1 | 3 | -18 | 0.3 | 8
OCCC1CN(Cc2cccn2-c2cccnc2)CCN1C1CCCCC1 (stereo not drawn) | -3 | 102 | 0 | 5 | -16 | -1 | 4 | -15 | -1.0 | -6
Cc1ccc(NC(=O)c2ccc(OCc3c(C)noc3C)cc2)c(C)c1 | 2 | 112 | -10 | 7 | -2 | -4 | -3 | 8 | -1.6 | 7
COc1ccc(NC(=S)Nc2ccc(F)cc2)c(OC)c1 | 1 | 102 | 1 | 9 | 19 | 1 | 3 | -6 | -1.9 | -2
O=S(=O)(Nc1ccncc1Cl)c1cccc(Cl)c1Cl | -1 | 102 | -8 | 19 | 35 | 3 | 0 | 3 | -3.8 | 3

Arranged by the number under OPRM1-OPRD1 inv (ascending): 3 of the compounds above.
SMILES | V-ATPase pH | DSG3 Ab inh | PKA-R1A activ | OPRM1-OPRD1 inv | Arrestin-AP2 inh | DAGLB inh | OPRM1-OPRD1 ag | PKA-R2B act
CCCC(=O)n1nc(NCc2ccc(OC)cc2)nc1NCc1ccc(OC)cc1 | -5 | 95 | 0 | -1 | -15 | -6 | 0.2 | -5
C=CCNC(=O)CCCOc1cccc(C)c1 | 1 | 97 | -4 | 3 | -5 | -3 | -0.5 | 10
Cc1ccc(NC(=O)c2ccc(OCc3c(C)noc3C)cc2)c(C)c1 | 2 | 112 | -10 | 7 | -2 | -4 | -1.6 | 7

Next section
SMILES | V-ATPase pH | DSG3 Ab inh | PKA-R1A activ | OPRM1-OPRD1 inv | Arrestin-AP2 inh | DAGLB inh | HTR5A ag | HTR5A inv ag | OPRM1-OPRD1 ag | PKA-R2B act
Cc1ccc(S(=O)(=O)Nc2nc(C)cc(N/N=C/c3ccc(O)cc3)n2)cc1 | 2 | 100 | -1 | -22 | 6 | 3 | -2 | -1 | 3.2 | -5
CCCc1nnc(NC(=O)CCC(=O)NCc2ccccc2Cl)s1 | 1 | 129 | -1 | 1 | 17 | 2 | 1 | -5 | -0.1 | 8
NC(=O)c1cccc(S(=O)(=O)N2CCCCC2)c1 | 7 | 105 | 17 | -27 | 3 | -1 | 2 | 0 | 5.1 | -3
COc1ccc(OCC(=O)Nc2cccc3ncccc23)cc1 | 2 | 103 | -7 | 10 | -6 | 1 | 0 | 1 | -2.5 | 3
N#Cc1ccccc1OCC(=O)Nc1ccc2c(c1)OCCO2 | -2 | 111 | -5 | 2 | -3 | -2 | 6 | -18 | -0.6 | 0
CC(C)C(=O)NCCc1nc(-c2ccccc2)no1 | 7 | 97 | -3 | 3 | 33 | -4 | -1 | -34 | -0.5 | -8
O=C1NCCCc2c1oc1ccc(O)cc21 | 5 | 105 | 3 | 4 | -2 | 0 | 0 | -12 | -0.9 | 2
CCOC(=O)c1snc(-c2ccc(F)cc2)c1N | 2 | 99 | -12 | -18 | -7 | -11 | 3 | -7 | 3.5 | -3
Cc1nc(CCNS(=O)(=O)c2cccs2)cs1 | 2 | 102 | 20* | 10 | 29 | -2 | -2 | -50 | -1.7 | -5
CCOC(=O)c1cnc2ccc(C)cc2c1Sc1ccc(F)cc1 | -2 | 110 | -8 | -7 | -11 | -6 | 11 | -19 | 1.7 | -4
